# human PMI inhibition – inhibitors of human PMI, primary screen, biochemical, fluorescence intensity, coupled assay (AID 1209) | inhibition, % at 20 µM, or IC50 in µM where a hit was titrated | 0.42% of 190,000 active | purified PMI enzyme, coupled fluorescence intensity; higher % means a stronger effect;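 further: plate controls were DMSO vehicle for no effect and wells lacking substrate for full effect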
# RSV antiviral HEp-2 – inhibition of RSV-induced cytopathic effect – HEp-2 cells, primary 10 µM value included (AID 2391); 0.13% of 310,000 active; HEp-2 cells, RSV-induced CPE inhibition; higher % means a stronger effect; CPE inhibition, % at 10 µM; hits with a dose series show IC50 in µM; in the data active means a potency from the dose series; further: strong numbers were not always called active
# Siah-1 displacement – blockers of Siah-1 interaction with plectin peptide – biochemical, fluorescence polarization, rhodamine-plectin, uHTS, primary screen (AID 1817); Siah-1 / rhodamine-plectin peptide fluorescence polarization; higher % means a stronger effect; displacement, % at 20 µM; hits with a dose series show IC50 in µM; 0.02% of 290,000 active;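 active means displacement of at least 50% at 20 µM, with a fluorescence ratio check between 0.3 and a set limit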;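 further: plate controls were Siah plus tracer with DMSO for no effect and tracer alone without Siah for full effect; strong numbers were not always called active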
# XIAP displacement – small molecules displacing peptide from XIAP – biochemical, IAP family, fluorescence polarization (AID 1018); XIAP BIR domain, fluorescence polarization peptide displacement; higher % means a stronger effect; one-dose displacement, % at 20 µM; IC50 in µM for titrated hits; 0.007% of 200,000 active; in the data active means displacement above about 50%; further: a part of the inactive calls stands beside numbers as strong as those of hits
# PMI inhibition – human PMI inhibitors, high substrate, primary screen, biochemical, fluorescence intensity, high mannose 6-phosphate (AID 1220). recombinant PMI enzyme, coupled fluorescence intensity; higher % means a stronger effect. one-dose inhibition, % at 20 µM; IC50 in µM for titrated hits. 0.66% of 190,000 active
# WT yeast gro inh – growth inhibition of WT yeast, mitochondrial fusion screen. inhibition, % at 10 µM. 2.1% of 190,000 active. mitochondrial fusion phenotypic screen, WT strain; in the data active means inhibition above about 58%; tested in S. cerevisiae
# TNAP activation fold – human TNAP enzyme activators, primary screen, biochemical, luminescent, no phosphate acceptor, uHTS (AID 1001); purified TNAP, luminescent activation assay, no phosphate acceptor; higher activation fold means a stronger effect; one-dose activation fold at 20 µM; EC50 in µM for titrated hits; 0.03% of 200,000 active; in the data active means activation fold from about 3, or a potency from the dose series; inactive means the rest, 99 in 100 with activation fold below about 1.6; further: many of its hits are not listed in these tables
# PhoP inhibition – inhibitors of PhoP regulon expression, primary screen, Salmonella Typhimurium, GFP reporter (AID 1863) | S. Typhimurium PhoP-regulated promoter GFP reporter, 4 h; higher % means a stronger effect | inhibition, % at 50 µM, or IC50 in µM where a hit was titrated | 0.16% of 300,000 active;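 active means inhibition over 29.93%, a cutoff 3 SD above the screen mean, later confirmed by dose response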;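 further: 0% = low Mg2+ inducing control and 100% = high Mg2+ repressing control; strong numbers were not always called active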
# Myeloid diff 2 – myeloid differentiation induction. ER-HoxA9 myeloid progenitors, lysozyme-GFP differentiation, flow cytometry. calls only at 10 µM. 1% of 360,000 active;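 active means normalized GFP-positive differentiation at or above the plate's own cutoff, the solvent-only control mean plus 3 SD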;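 further: cells exposed to compound for four days before flow analysis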
# WT yeast gro inh mutant strain – also measured in WT yeast gro inh; calls as there; inhibition, %; mitochondrial fusion phenotypic screen, mutant strain inhibition
# Myeloid diff 2 GFP+ MAC1+ % – also measured in Myeloid diff 2; calls as there; GFP+ MAC1+ double positive, %; measured here: differentiation confirmed by MAC1 staining
# Active calls of the source: *; i = inactive; · = not tested or not shown; + = active, no number. Unless noted, no stated cut-off is given here; in the data, active means inhibition above about 50%; inactive means the rest.
canonical_smiles,WT yeast gro inh mutant strain,Siah-1 displacement,PMI inhibition,TNAP activation fold,Myeloid diff 2 GFP+ MAC1+ %,WT yeast gro inh,PhoP inhibition,XIAP displacement,Myeloid diff 2,RSV antiviral HEp-2,human PMI inhibition
CCOc1cc(C(=O)Nc2ccc(S(=O)(=O)NC3=NCCCCC3)cc2)cc(OCC)c1OCC,-4,-4%,17%,1,0.1,6,-3%,-17%,i,0.2%,19%
COc1ccc(NC(=O)c2nn(C)c(=O)c3ccccc23)cc1S(=O)(=O)Nc1ccccc1Cl,-23,-3%,0%,1,0.5,20,2%,-1.3%,i,3.9%,6%
CC(C)(C)n1cnc2cc(NCc3ccccc3O)ccc21,·,7%,·,·,0.8,·,7%,·,i,0.8%,·
CCCCC(=O)N/N=C(/C)C1=C(C)C(C)(C)OC1=O,1,4%,-1%,1.1,0.1,-10,5%,-3.7%,i,-0.5%,-4%
CN1C(=O)/C(=C/C=C2/CCCN2C)N(C)C1=S,-2,1%,26%,0.7,0.4,-8,·,-3.7%,i,1.3%,36%
COc1ccc(S(=O)(=O)NC(CC(=O)NCCc2ccccc2)c2ccco2)cc1 (stereo unspecified),-2,-2%,-11%,1,1.9,-3,-3%,-6.0%,i,-1.4%,-5%
O=C(O)c1ccc(N/N=C/c2cc3c(cc2[N+](=O)[O-])OCO3)cc1,17,-2%,34%,0.8,0.8,1,-9%,-6.3%,i,-0.8%,-6%
Cc1ccc(S(=O)(=O)N(C)Cc2nc(-c3ccc(Br)cc3)no2)cc1,-2,0%,4%,1.1,1.4,12,-2%,-4.1%,i,0.3%,7%
CC(C)c1ccccc1OCC(=O)Nc1ccc2[nH]ncc2c1,·,-2%,·,·,1.0,·,25%,·,i,11%,·
Cc1ccc(C)c(OCC(=O)Nc2ccc3c(c2)OCO3)c1C,24,-4%,10%,1.1,1.0,24,-4%,-1.6%,i,5.4%,16%
COc1ccc(C=O)cc1COc1ccc(Cl)cc1[N+](=O)[O-],-10,6%,0%,1.1,12,4,14%,-14%,i,1.2%,1%
O=C(Cc1ccccc1)N1CCC(c2nc3ccccc3[nH]2)CC1,-12,-1%,7%,1.1,4.4,-10,5%,-5.7%,i,0.1%,17%
COc1ccc2c(C)cc(SCC(=O)Nc3ccc(Cl)cn3)nc2c1,-6,-4%,-12%,1.1,0.9,-4,3%,·,i,0.5%,-24%
COc1ccc(CN2CCN(C(=O)c3cc(-c4cccnc4)nc4ccc(Cl)cc34)CC2)c(OC)c1OC,6,-2%,12%,1,0.8,7,-7%,-5.6%,i,-3.2%,10%
COc1ccccc1C(=O)Nc1ccc(S(=O)(=O)N2CCCCC2c2cccnc2)cc1 (stereo unspecified),·,1%,·,·,0.2,·,0%,·,i,47%,·
COc1ccc(/C=C/C(=O)NC(=S)Nc2ccc(S(=O)(=O)Nc3nccnc3OC)cc2)cc1,-2,4%,10%,1.1,0.5,-8,-5%,-4.6%,i,1.5%,18%
O=C(Cc1csc(-c2ccccc2)n1)NCc1ccco1,-4,-4%,0%,1,1.2,-7,8%,-6.1%,i,0.4%,-8%
Cc1cc(C)cc(NC(=S)N(CCN2CCCCC2)Cc2ccco2)c1,14,-3%,19%,1.1,0.4,6,-5%,-16%,i,-0.2%,9%
COc1ccc(N2CC(C(=O)NCc3ccccc3)CC2=O)cc1 (stereo unspecified),-5,-1%,1%,1.1,0.7,-7,-3%,-1.9%,i,0.2%,-1%
O=C(O)CC1S/C(=N/N=C/c2ccc(-c3ccccc3[N+](=O)[O-])o2)NC1=O (stereo unspecified),-1,-1%,·,1,0.5,-31,2%,1.7%,i,-0.5%,68%*

# Complete entries, looked up by structure.
# CC(C)c1ccccc1OCC(=O)Nc1ccc2[nH]ncc2c1 is listed as WT yeast gro inh mutant strain = ·; Siah-1 displacement = -2%; PMI inhibition = ·; TNAP activation fold = ·; Myeloid diff 2 GFP+ MAC1+ % = 1.0; WT yeast gro inh = ·; PhoP inhibition = 25%; XIAP displacement = ·; Myeloid diff 2 = i; RSV antiviral HEp-2 = 11%; human PMI inhibition = ·
# COc1ccc(/C=C/C(=O)NC(=S)Nc2ccc(S(=O)(=O)Nc3nccnc3OC)cc2)cc1 is listed as WT yeast gro inh mutant strain = -2; Siah-1 displacement = 4%; PMI inhibition = 10%; TNAP activation fold = 1.1; Myeloid diff 2 GFP+ MAC1+ % = 0.5; WT yeast gro inh = -8; PhoP inhibition = -5%; XIAP displacement = -4.6%; Myeloid diff 2 = i; RSV antiviral HEp-2 = 1.5%; human PMI inhibition = 18%

# (listing goes on)
canonical_smiles,WT yeast gro inh mutant strain,Siah-1 displacement,PMI inhibition,TNAP activation fold,Myeloid diff 2 GFP+ MAC1+ %,WT yeast gro inh,PhoP inhibition,XIAP displacement,Myeloid diff 2,RSV antiviral HEp-2,human PMI inhibition
COC(=O)Nc1nnc(SCc2ccc(C)cc2)s1,5,13%,0%,1,0.0,13,0%,-5.1%,i,0.3%,-1%
Cc1ccc(N2CC(C(=O)N3CCc4ccccc43)CC2=O)cc1 (stereo unspecified),·,0%,9%,1.1,7.6,·,-3%,-8.2%,i,0.7%,9%
COc1ccc([N+](=O)[O-])cc1NC(=O)c1cncc(Br)c1,15,0%,-6%,1.1,0.4,-20,-10%,-6.3%,i,2.2%,-8%
CC(=O)c1sc2nc(-c3cccs3)ccc2c1N,14,-2%,-109%,0.9,3.5,-5,-14%,-8.1%,i,13%,-72%
Cc1ccc2nc3sc(C(=O)Nc4c(C)[nH]c(=O)[nH]c4=O)c(N)c3cc2c1,8,1%,-5%,1,2.8,5,-21%,-3.7%,i,4.1%,19%
Cc1cccc(N2CCN(C(=O)C3CC(=O)N(C4CCCC4)C3)CC2)c1C (stereo unspecified),·,-5%,·,·,0.8,·,-3%,·,i,10.0%,·
Cc1cc(NC(=O)CS(=O)(=O)c2cn(Cc3ccccc3Cl)c3ccccc23)no1,-7,-1%,12%,1.2,12*,25,-14%,-4.2%,+,2.9%,10%
Cc1ccc(NC(=O)CN(C)C(=O)COc2ccc(C(=O)c3ccc(F)cc3)cc2)cc1,-5,0%,10%,1.1,0.2,10,8%,-8.6%,i,18%,13%
CC(=O)Nc1ccc(NC(=O)C(C)OC(=O)c2ccc(C)s2)cc1 (stereo unspecified),5,-3%,14%,1.1,0.2,0,-1%,-13%,i,-1.1%,4%
O=C(CSc1nc2ccccc2c(=O)[nH]1)Nc1ccccc1C(F)(F)F,·,0%,·,·,0.0,·,-4%,·,i,6.9%,·
Cc1ccccc1Nc1nccc(N(C)C)c1C#N,12,-8%,1%,1.1,0.1,-1,5%,1.4%,i,1.1%,6%
CN(C)c1nc(N)nc(CSc2nc3cc(Cl)ccc3o2)n1,13,3%,2%,1.1,4.0,12,12%,-4.6%,i,12%,7%
CN(C)CCCN1C(=O)C(=O)/C(=C(/O)c2ccncc2)C1c1cccnc1 (stereo unspecified),-11,3%,2%,1.2,1.5,-13,-1%,-2.7%,i,·,-4%
O=C(CN1C(=O)COc2ccc(S(=O)(=O)N3CCOCC3)cc21)NCc1ccccn1,·,0%,·,·,0.5,·,-4%,·,i,1.9%,·
Cc1cc(NC(=O)COC(=O)c2cccc(OCc3ccccc3)c2)no1,10,5%,-3%,1.1,1.9,18,9%,2.0%,i,-0.6%,1%
Cc1ccc(CNC(=O)CSc2ccc(-c3cccs3)nn2)cc1,-10,16%,5%,1,0.5,-6,4%,-11%,i,3.9%,4%
N=C(c1cccc([N+](=O)[O-])c1)N1CCCCCC1,2,-1%,1%,1,0.4,-7,-5%,-4.2%,i,-1.6%,3%
O=C(CNC1CCCCC1)Nc1ccc(Cl)cc1,·,1%,·,·,0.5,·,1%,·,i,-0.1%,·
COc1cc2c(cc1OC)CN(C(=O)C(CCSC)NS(=O)(=O)c1ccc(C)cc1)CC2 (stereo unspecified),·,-1%,·,·,0.6,·,7%,·,i,3.6%,·
CCOC(=O)c1[nH]c2ccc(C)cc2c1N,3,4%,-3%,1.1,6.4,22,1%,-2.1%,i,·,2%
Cc1ccc(CCNC(=O)C2CC(c3ccccc3C(F)(F)F)=NO2)cc1 (stereo unspecified),·,10%,·,·,1.7,·,-7%,·,i,0.0%,·
Cc1ccccc1C(=O)Nc1ccc2c(C#N)c3nc4ccccc4nc3n2c1,29,55%,6%,1,1.8*,21,-11%,-7.2%,+,1.6%,-8%
COc1ccc2ccccc2c1/C=N/NC(=O)c1cccc(Br)c1,1,-2%,14%,1.1,0.2,3,-9%,-3.3%,i,14%,9%
Cc1ccc2cc(NC(=O)c3cccc(F)c3)ccc2n1,·,2%,·,·,0.1,·,-8%,·,i,1.7%,·
COC(=O)C1=C(C)N(c2ccc(Cl)cc2)/C(=C/c2cccs2)C1=O,12,0%,-4%,1,0.9,15,4%,-0.4%,i,-0.2%,-6%
Cc1ccc(-c2nc(SCC(=O)NCC3CCCO3)c(-c3ccccc3)[nH]2)cc1 (stereo unspecified),-9,-5%,10%,1.1,24*,-17,-6%,-13%,+,19%,6%
CCOC(=O)CN1CCS(=O)(=O)CC1,1,0%,-5%,1.1,0.8,-6,-9%,-3.9%,i,1.4%,-4%
COC(=O)c1nn(C23CC4CC(CC(C4)C2)C3)c2c1C(=O)N(c1ccc(Br)cc1)C2=O,3,-6%,1%,1,1.1,43,3%,-3.0%,i,8.6%,4%
COc1ccc(-c2nc3cc([N+](=O)[O-])ccc3o2)cc1OC,-3,-2%,5%,1.1,0.4,-16,·,0.8%,i,-0.7%,7%
CCOC(=O)C1(CCCc2ccccc2)CCN(Cc2cn(CC)nc2C)CC1,5,-9%,3%,1.1,0.0,6,-13%,-2.5%,i,-1.2%,2%
O=C(O)C1CC(=O)N(CCc2ccc(F)cc2)C1 (stereo unspecified),·,-5%,·,·,0.4,·,-8%,·,i,-0.2%,·
CCOc1ccc(-n2c(C)nc3cc(C(=O)NCc4ccco4)ccc32)cc1,1,0%,7%,1.1,0.4,13,1%,1.6%,i,0.5%,4%
O=Cc1c(-c2ccccc2)nc2ccccn12,·,1%,·,·,0.7,·,-7%,·,i,4.0%,·
CCOc1cc(/C=N/NC(=S)Nc2ccccc2C(F)(F)F)ccc1OCC(=O)N1CCOCC1,-30,3%,16%,1.2,0.4,-1,-6%,-7.3%,i,3.7%,25%
CN1CCN(C(=O)C2CCN(S(=O)(=O)c3ccc4c(c3)oc(=O)n4C)CC2)CC1,10,-1%,10%,1.1,2.0,12,15%,-0.4%,i,-0.6%,9%
CC(C)[C@H](NC(N)=O)C(=O)Nc1ccc(OCc2ccccc2)cc1,-4,2%,-8%,1.2,1.2,-26,-6%,-24%,i,5.4%,-10%
Cc1cc(C)c(C)c(C(=O)CSc2nnc(C)c(=O)[nH]2)c1C,3,2%,-12%,0.8,·,-2,-1%,-8.4%,·,·,-7%
CN(CCCNC(=O)CCc1cn(C)c2ccccc12)C1CCCCC1,·,0%,·,·,0.8,·,3%,·,i,-0.4%,·

# Compound activity deposited in PubChem BioAssay by several laboratories.

# Outcome played no part in choosing rows; 3.1% or so of the library scored in one or more.
